Source: PubChem
GalR3 antag: GalR3 antagonists in HEK293 cells, primary screen, cell-based, fluorescence readout; 360,000 tested, 0.44% active; inhibition, % at 3 µM; AID 651719, 2012; HEK293 GalR3-CNG cAMP membrane potential fluorescence; galR3 body fused to GalR1 C-terminus;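 active means inhibition above the screen-wide average plus 3 SD, cut at about 13% in these data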;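 further: forskolin and galanin both at EC90 stimulate the cells; cAMP rise reported by CNG channel membrane potential dye signal; 0% = forskolin plus galanin with DMSO and 100% = forskolin alone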
Target sequence (O60755 1-299 limits assumed): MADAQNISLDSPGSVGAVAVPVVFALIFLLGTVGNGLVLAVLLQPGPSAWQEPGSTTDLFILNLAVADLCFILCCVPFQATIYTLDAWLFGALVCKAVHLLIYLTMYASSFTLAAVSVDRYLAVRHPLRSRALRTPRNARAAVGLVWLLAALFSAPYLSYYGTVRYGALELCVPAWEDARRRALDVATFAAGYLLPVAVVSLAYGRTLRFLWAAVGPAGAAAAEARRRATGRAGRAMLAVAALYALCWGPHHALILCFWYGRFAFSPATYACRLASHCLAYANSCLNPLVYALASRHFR
PHOSPHO1 inh: PubChem AID 1565; Phosphoethanolamine/phosphocholine phosphatase (Homo sapiens), Q8TCT1; recombinant PHOSPHO1, absorbance phosphatase assay; inhibition, % at 13.3 µM; 290,000 tested, 1.1% active; in the data active means inhibition above about 60%
Target sequence (Q8TCT1 whole entry, looked up): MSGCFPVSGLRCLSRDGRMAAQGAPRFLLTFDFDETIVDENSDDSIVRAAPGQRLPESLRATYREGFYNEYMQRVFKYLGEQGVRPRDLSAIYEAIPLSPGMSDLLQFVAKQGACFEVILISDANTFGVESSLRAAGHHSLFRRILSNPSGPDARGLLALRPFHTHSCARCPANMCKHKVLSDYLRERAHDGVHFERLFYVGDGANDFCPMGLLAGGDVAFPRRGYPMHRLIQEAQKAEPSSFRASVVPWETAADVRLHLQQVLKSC
GPR7 antag: GPR7 receptor antagonists, primary screen, cell-based, fluorescence, single concentration; Neuropeptides B/W receptor type 1 (Homo sapiens), P48145; GPR7-expressing cells, fluorescence antagonist assay; inhibition, % at 4.4 µM; 290,000 tested, 1.1% active; in the data active means inhibition above about 16%, passing the limit was not always enough;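 further: cells stimulated with the agonist NPW; 0% = agonist with vehicle and 100% = vehicle without agonist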
OXTR ag: human OXTR agonists, primary screen, fluorescence, CHO-OTR cells, Fluo-8 calcium. AID 2435, 2010. activation, % at 3 µM. 320,000 tested, 0.32% active. Fluo-8 calcium fluorescence; normalized: DMSO 0%, oxytocin 100%;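 active means activation above the mean of all tested compounds plus 3 SD, cutoff set per screening run, cut at about 20% in these data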;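 further: peak over basal fluorescence ratio from a 100 s FLIPR kinetic read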
Target sequence (P30559 whole entry, looked up): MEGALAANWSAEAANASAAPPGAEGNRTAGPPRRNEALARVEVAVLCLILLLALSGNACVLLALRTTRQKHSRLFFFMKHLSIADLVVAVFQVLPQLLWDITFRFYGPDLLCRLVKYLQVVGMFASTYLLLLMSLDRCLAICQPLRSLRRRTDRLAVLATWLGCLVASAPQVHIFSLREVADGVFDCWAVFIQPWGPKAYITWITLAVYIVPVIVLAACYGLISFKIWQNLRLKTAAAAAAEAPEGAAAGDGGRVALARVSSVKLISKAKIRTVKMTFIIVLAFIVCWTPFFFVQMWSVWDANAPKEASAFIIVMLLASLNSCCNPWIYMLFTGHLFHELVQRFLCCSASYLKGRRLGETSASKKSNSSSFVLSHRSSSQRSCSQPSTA
HCV NS3 hel inh: inhibitors of HCV NS3 helicase, primary screen, biochemical, Cy5 molecular beacon fluorescence | inhibition, % at 10.9 µM | Hepatitis C virus NS3 helicase | NS3 helicase DNA unwinding | 290,000 tested, 0.56% active;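 active means inhibition above the mean of all tested compounds plus 3 SD, set per campaign, cut at about 35% in these data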;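 further: 0% = DMSO wells and 100% = thioflavine S control wells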
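Assay system – hepatitis C virus NS3 helicase domain fragment enzyme · Buffer or medium – MOPS pH 6.5, MgCl2, DTT, Tween20, BSA · Reagent – Cy5/quencher beacon DNA duplex and ATP to start · Compound – single 10.9 µM dose · Timing – 1 h at 25 °C · Technique – Cy5 beacon fluorescence read at start and 1 h · Measure – % inhibition of unwinding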
IMP-1 inhibitor: IMP-1 metallo-beta-lactamase inhibitors, primary screen, biochemical, epi-absorbance readout, Pseudomonas aeruginosa enzyme. metallo-beta-lactamase IMP-1 (Pseudomonas aeruginosa). purified IMP-1, nitrocefin hydrolysis, epi-absorbance fluorescence. inhibition, % at 5.6 µM. 290,000 tested, 0.45% active;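 active means inhibition above the mean plus 3 SD of all compounds in the same screening run, cut at about 4.5% in these data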;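 further: 0% = IMP-1 with DMSO and 100% = DMSO wells lacking enzyme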
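System – purified recombinant IMP-1 beta-lactamase · Input – IMP-1 dispensed at 0.2 nM · Timing – 15 min preincubation plus 25 min reaction at 25 °C · Signal – Epi-absorbance fluorescence, 480 nm excitation, 530 nm emission · Measure – percent IMP-1 inhibition derived from blank-referenced optical density · Controls – Enzyme-plus-DMSO low control, enzyme-free DMSO high control · Replication – singlicate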
V1aR counter: agonists of human V1a receptor, primary screen, counter-screen for OXTR agonist project, fluorescence, CHO-V1R cells | Vasopressin V1a receptor (Homo sapiens), P37288 | Fluo-8 calcium fluorescence, agonist mode; 0% DMSO, 100% 3 nM vasopressin | activation, % at 3 µM | 320,000 tested, 0.25% active;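 active means activation above the mean activation of all tested compounds plus 3 SD, per screening run, cut at about 20% in these data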;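 further: signal is peak over basal fluorescence ratio across a 100 second FLIPR read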
FID counter: compounds displacing fluorescent DNA intercalator, primary screen, artefact control for HCV NS3 helicase inhibitor project, biochemical, FID fluorescence; DNA fluorescent intercalator displacement; inhibition, % at 7.9 µM; 290,000 tested, 0.17% active; AID 1845, 2009; in the data active means inhibition above about 37%;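 further: 0% = vehicle and 100% = reference compound; higher means more ethidium bromide displaced from hairpin DNA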
VIM-2 inh: VIM-2 metallo-beta-lactamase inhibitors, primary screen, biochemical, epi-absorbance readout, Pseudomonas aeruginosa enzyme. inhibition, % at 5.6 µM. 290,000 tested, 0.89% active. purified VIM-2, nitrocefin hydrolysis, epi-absorbance fluorescence;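 active means inhibition above the mean of all tested compounds plus 3 SD, cutoff set per screening run, cut at about 7.5% in these data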;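 further: red hydrolysis product quenches plate fluorescence so inhibitors raise well fluorescence; 0% = enzyme with DMSO and 100% = DMSO without enzyme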
Starred values were filed as active, the others as inactive; . = no result given.

SMILES | GalR3 antag | PHOSPHO1 inh | GPR7 antag | OXTR ag | HCV NS3 hel inh | IMP-1 inhibitor | V1aR counter | FID counter | VIM-2 inh
Cc1ccc(C)c(N2CCN(S(=O)(=O)c3cccc4cccnc34)CC2)c1 | -4 | -13 | -16 | -1.9 | -6 | -3.5 | 0.9 | -24 | -1.6
CCOC(=O)c1c(NC(=S)NC(=O)c2ccc(Cn3cc(Cl)cn3)o2)sc2c1CCC(C)C2 (stereo unspecified) | -4 | 6 | -9 | 1.0 | 6 | -3.0 | 0.2 | -3 | -4.2
O=C(O)C1CC=CCC1C(=O)Nc1ccccc1 (stereo unspecified) | 0 | 12 | 1 | -0.7 | -2 | -1.9 | -0.7 | -15 | -1.7
O=C(NC1CCCN(Cc2ccc(Cl)cc2)C1)c1cnc2ccccn2c1=O (stereo unspecified) | -4 | 31 | -5 | -1.0 | 0 | -5.4 | 1.4 | -13 | 3.3
COc1ccc2c(C)cc3nncn3c2c1 | -7 | 32 | -4 | -0.3 | 7 | -6.5 | 0.7 | 0 | 4.5
COC(=O)c1ccccc1NC(=O)Nc1cc(C(C)(C)C)on1 | -3 | 38 | -5 | -0.1 | -3 | -0.6 | 0.3 | -8 | -2.5
O=C(Nc1ccc(C(F)(F)F)cc1)N1CCN(c2ccnc3cc(Cl)ccc23)CC1 | -9 | -2 | -20 | -0.5 | -57 | -4.7 | 0.3 | 8 | -2.1
O=C(c1ccc2ccccc2c1)N1CCN(S(=O)(=O)/C=C/c2ccccc2)CC1 | -5 | -8 | 5 | 1.3 | -2 | -1.4 | 2.6 | -19 | -0.8
COC(=O)/C=c1/s/c(=C(/C#N)C(=O)NCc2ccccc2)n(-c2ccccc2)c1=O | -5 | 15 | -9 | 0.3 | 3 | 1.8 | 2.3 | -12 | -2.5
CC1CCN(C(=O)CSc2nnc3c(n2)[nH]c2ccc(F)cc23)CC1 | -10 | -1 | -10 | 1.4 | -5 | -2.3 | 2.0 | -5 | -0.1
CN(C)c1cccc(C(=O)NNC(=O)NC2CCCCC2)c1 | 3 | 1 | -7 | -0.5 | 7 | -2.5 | 0.8 | -1 | -2.5
c1ccc(Nc2nc(-c3cccs3)cs2)nc1 | -3 | -7 | -10 | -2.5 | -8 | -2.8 | -1.6 | -2 | -4.4
O=C(CSc1nc2ccccc2o1)N1CCOCC1 | -2 | 34 | -7 | 0.0 | -5 | -0.1 | 1.6 | 1 | 0.4
CCC(C)NCC(=O)Nc1cc(S(=O)(=O)N(CC)c2ccccc2)ccc1Cl (stereo unspecified) | -5 | -18 | -20 | -2.0 | -25 | -2.4 | -0.7 | 9 | -2.5
COc1ccc(N=C2SC(C(=O)Nc3ccc(OC)cc3)CC(=O)N2CCN2CCOCC2)cc1 (stereo unspecified) | -2 | 1 | -5 | 0.5 | -10 | -1.9 | -0.5 | -11 | -4.4
CC(C)c1nc(NCCO)c2nnn(Cc3ccccc3)c2n1 | 0 | 37 | -15 | -1.2 | 0 | -2.5 | 0.6 | -7 | -3.6
CC1(C)Cc2ccccc2-c2nnc(SCc3ccccc3)n21 | -4 | -7 | 10 | -1.1 | -8 | 0.0 | -0.8 | -36 | -0.5
Cc1ccc(NC(=O)Cn2nnc(C(=O)NCc3ccco3)c2N)cc1 | -8 | -18 | -7 | -0.1 | 3 | -1.9 | 0.9 | -1 | -1.9
N#CC(C(=O)Nc1ccccc1)=C1CCCCC1 | -2 | -18 | -11 | 0.0 | 5 | -1.4 | -0.6 | 1 | -1.2
Cc1ccc(Cl)cc1NC(=O)CN1CCN(C(=O)C2CCCO2)CC1 (stereo unspecified) | 0 | 33 | -7 | 0.3 | -1 | -0.5 | 0.3 | -13 | 0.1

An excerpt from above with just GPR7 antag.
structure,GPR7 antag
CN(C)c1cccc(C(=O)NNC(=O)NC2CCCCC2)c1,-7
CC(C)c1nc(NCCO)c2nnn(Cc3ccccc3)c2n1,-15
Cc1ccc(Cl)cc1NC(=O)CN1CCN(C(=O)C2CCCO2)CC1 (stereo unspecified),-7

New compounds follow:
SMILES | GalR3 antag | PHOSPHO1 inh | GPR7 antag | OXTR ag | HCV NS3 hel inh | IMP-1 inhibitor | V1aR counter | FID counter | VIM-2 inh
O=C(NCCCn1ccnc1)C1CC(c2cccc(Br)c2)=NO1 (stereo unspecified) | 8 | -21 | -8 | 1.8 | -1 | -3.2 | 1.6 | 0 | -2.5
Cc1ccc(S(=O)(=O)N2CCOCC2)cc1NC(=O)COC(=O)c1cc(=O)[nH]c2ccccc12 | -3 | 9 | -8 | 0.9 | 3 | -3.8 | 0.5 | -16 | -0.8
COc1ccc(-c2cc(C(F)(F)F)n3nc(C(=O)N4CCN5CCCC5C4)cc3n2)cc1OC (stereo unspecified) | -7 | 23 | -9 | -0.2 | -10 | -0.8 | 1.4 | -7 | 26*
CC(=O)c1ccc(N2CCN(CC(=O)N(CC(C)C)c3c(N)n(CC(C)C)c(=O)[nH]c3=O)CC2)cc1 | -3 | -1 | -11 | 0.8 | -5 | -1.7 | 0.4 | -11 | -1.9
Cc1ccccc1NC(=O)NC1(C(=O)N2CCOCC2)CCCCC1 | -6 | -5 | -1 | -0.1 | 7 | -1.1 | 1.1 | 4 | -3.5
Cc1[nH]c2ccccc2c1/C=N/NC(=S)NC(C)C | -5 | 21 | -12 | 4.1 | -6 | -3.8 | 4.2 | 14 | -2.1
CCCC1=C(C(=O)OCC)C(c2ccc(F)cc2)n2ncnc2N1 (stereo unspecified) | -4 | -6 | -2 | -2.0 | -1 | -3.8 | -1.6 | -16 | -0.1
Cc1cc(C)c2[nH]c(=O)c(CN(CC3CCCO3)S(=O)(=O)c3ccc4c(c3)OCCO4)cc2c1 (stereo unspecified) | -6 | -19 | -10 | -1.1 | -15 | -3.6 | -0.4 | 0 | -4.0
CN(C)c1ccc(N=Nc2ccccc2C(=O)OCC(=O)N(C)c2ccccc2)cc1 | -4 | -14 | -5 | 6.2 | -10 | -1.6 | 7.9 | -8 | 0.3
O=C(c1ccc2ncsc2c1)N1CCN(c2ccccc2Cl)CC1 | -5 | 19 | 0 | -0.3 | -5 | -3.1 | -0.1 | -23 | -1.8
COc1cccc(NC(=O)c2nn(C)c3c2CS(=O)(=O)c2ccccc2-3)c1 | 6 | 11 | -2 | 2.2 | -4 | -0.9 | 3.0 | -9 | -3.1
C#CCCCCCCCCC(=O)NCCCC | -2 | 12 | 10 | -2.9 | 4 | -2.4 | -1.6 | -19 | -1.6
COc1ccc(N(C(=O)c2cccnc2)S(=O)(=O)c2ccc3c(c2)n(C)c(=O)n3C)cc1 | -3 | -14 | -9 | 0.3 | 3 | 0.2 | 0.1 | 1 | 1.8
O=C(NC(=S)Nc1ccccc1C(=O)O)c1cncc(Br)c1 | -9 | -8 | -12 | -0.2 | 4 | -2.1 | 0.2 | 3 | -2.3
CCOC(=O)c1cccc(NC(=O)CSc2nc3ccccc3c(=O)n2CC)c1 | -5 | 14 | -10 | 0.2 | -4 | -2.0 | -0.7 | 1 | -4.9
Cc1ccc(-c2csc3ncn(Cc4ccc(C(=O)O)cc4)c(=O)c23)cc1C | -7 | 34 | -4 | 10 | 23 | -1.5 | 13 | -25 | -0.8
COc1ccc(C(=O)NCC(=O)NCC(=O)OCc2ccc(Br)cc2)cc1 | -5 | 43 | -2 | -1.1 | 3 | -2.5 | -0.3 | -12 | -2.9
CC(=O)N1c2ccc(S(=O)(=O)NCCC(=O)NCCc3cccc(C)c3)cc2CC1C (stereo unspecified) | -10 | 42 | -1 | 4.4 | 0 | 0.6 | 5.1 | -41 | -4.0
COCCn1c(C)cc(C(=O)COC(=O)c2cccc(O)c2)c1C | -2 | 43 | -13 | 0.7 | -1 | -2.1 | 3.7 | -20 | -1.7
O=C(Nc1cnc2ccccc2c1)c1cccc(-n2cnnn2)c1 | -5 | 26 | -3 | -0.2 | 7 | -1.0 | 0.5 | 2 | 2.3

Fetched by structure from the entries so far, 3 records:
SMILES | GalR3 antag | PHOSPHO1 inh | GPR7 antag | OXTR ag | HCV NS3 hel inh | IMP-1 inhibitor | V1aR counter | FID counter | VIM-2 inh
O=C(NC(=S)Nc1ccccc1C(=O)O)c1cncc(Br)c1 | -9 | -8 | -12 | -0.2 | 4 | -2.1 | 0.2 | 3 | -2.3
C#CCCCCCCCCC(=O)NCCCC | -2 | 12 | 10 | -2.9 | 4 | -2.4 | -1.6 | -19 | -1.6
COc1ccc(C(=O)NCC(=O)NCC(=O)OCc2ccc(Br)cc2)cc1 | -5 | 43 | -2 | -1.1 | 3 | -2.5 | -0.3 | -12 | -2.9

More entries
SMILES | GalR3 antag | PHOSPHO1 inh | GPR7 antag | OXTR ag | HCV NS3 hel inh | IMP-1 inhibitor | V1aR counter | FID counter | VIM-2 inh
Cc1ccc(-c2csc(NC(=O)Cc3cccs3)n2)cc1C | -6 | 17 | -5 | -1.7 | -3 | -1.2 | -0.1 | -7 | -3.0
COc1ccccc1C(=O)CSc1nccn1C | -1 | 22 | -6 | 0.9 | -4 | -1.1 | 0.2 | 3 | -3.7
O=C(NC1CCCCCC1)C1c2ccccc2C(=O)N1CCCN1CCOCC1 (stereo unspecified) | -4 | -9 | -18 | 1.8 | 3 | -4.8 | 0.4 | 3 | -4.5
C/C(=N/NS(=O)(=O)c1ccc(C)cc1C)c1ccc2c(c1)OCO2 | -4 | 21 | -8 | 0.9 | 8 | 0.2 | 2.4 | -21 | 3.5
Cc1ccc2c(c1)/C(=C/c1ccc(F)cc1)C(=O)N2 | 10 | 35 | -20 | -2.5 | 2 | -3.2 | -2.1 | -15 | -0.3
CCOC(=O)c1c(N)sc(C(O)(C(F)(F)F)C(F)(F)F)c1-c1ccc(F)cc1 | 0 | 37 | -21 | -0.2 | -20 | -2.8 | -0.6 | -6 | -1.8
Cc1cccc(-n2cc(C#N)c(=O)[nH]c2=O)n1 | -6 | 8 | -1 | -0.1 | 8 | -2.0 | 1.2 | -5 | -0.8
Cc1ccc(NC(=S)NNC(=O)c2nnn(-c3ccccc3)c2C)cc1 | -3 | 0 | 3 | 0.5 | 0 | -1.5 | 1.8 | -15 | -2.9
CCC(=O)c1ccc(OCc2ccccc2)c(OC)c1 | -5 | 13 | -8 | -2.1 | 5 | -2.3 | 1.9 | -15 | -0.1
COc1ccc(OCC(=O)Nc2nnc(C)s2)cc1 | -5 | 39 | 22 | -0.6 | -5 | -2.9 | 0.0 | 2 | -3.3
COc1ccc(C(=O)Nc2ccc(C(=O)NCC3CCCO3)cc2)c(OC)c1OC (stereo unspecified) | -9 | . | -15 | 0.7 | -11 | 0.3 | -0.4 | -30 | -1.0
